Mdm2 MdmX PPI: inhibitors of human Mdm2/MdmX interaction | O15151+Q00987 | SaOS-2 split-luciferase Mdm2/MdmX complementation, luminescence | inhibition, % at 8 µM | 3% of 330,000 active | AID 485346;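 active means inhibition of at least 50% at 8 µM in the primary screen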
tim23-1 inh: tim23-1 yeast growth inhibition. S. cerevisiae tim23-1 growth, BacTiter-Glo luminescence, 24 h. inhibition, % at 20 µM. 1.3% of 330,000 active;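 active means growth inhibition of the mutant yeast at or above 50%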;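 further: temperature-sensitive mutant grown at 25 °C; plate controls were DMSO-treated mutant yeast for no effect and medium wells lacking yeast for full effect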
UPR CHOP act: apoptotic UPR (CHOP) activation. CHO-CHOP luciferase reporter, luminescence; percent of tunicamycin response over DMSO baseline. activation, % at 10 µM. 0.34% of 330,000 active. AID 449763;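 active means at 10 µM dose, activation of 40% or more, normalized to positive control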;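 further: 100% = tunicamycin at 10 µg/mL and 0% = DMSO alone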
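System: CHO-CHOP luciferase reporter cell line; amount: 500 cells/well; buffer or medium: F12 medium containing 10% fetal bovine serum; incubation: 6 h compound exposure at 37 °C after overnight seeding; measured by: luciferase luminescence after 10 min with Steady-Glo reagent; evaluation: % reporter activation, DMSO baseline versus tunicamycin full activation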
APJ ag: agonists of human APJ apelin receptor. P35414. CHO-K1 APJ PathHunter beta-arrestin, luminescence; 0% DMSO wells, 100% apelin. activation, % at 20 µM. 0.11% of 330,000 active. AID 2520;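 active means activation more than six SD over the plate average, tested at 20 µM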;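 further: 0% = DMSO alone and 100% = apelin-13 at 10 nM; some results filed as inactive read as strong as hits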
Target sequence (P35414 whole entry, looked up): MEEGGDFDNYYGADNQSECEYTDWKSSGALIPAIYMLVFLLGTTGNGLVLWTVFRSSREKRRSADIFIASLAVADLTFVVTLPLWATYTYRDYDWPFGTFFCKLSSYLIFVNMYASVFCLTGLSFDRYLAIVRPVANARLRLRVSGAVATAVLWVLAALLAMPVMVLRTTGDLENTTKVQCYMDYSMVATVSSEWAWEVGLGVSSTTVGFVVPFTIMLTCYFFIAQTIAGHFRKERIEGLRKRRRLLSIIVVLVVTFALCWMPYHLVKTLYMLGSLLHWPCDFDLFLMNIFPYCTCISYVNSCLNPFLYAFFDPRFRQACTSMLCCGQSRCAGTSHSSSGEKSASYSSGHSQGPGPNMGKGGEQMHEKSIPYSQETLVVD
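Assay system – PathHunter CHO-K1 APJ (AGTRL-1) beta-arrestin reporter cells · Compound – one dose, 20 µM compound, 1% DMSO · Timing – compound 90 min 25 °C, reagent 1 h · Measured by – luminescence from split beta-galactosidase complementation, Galacton Star/Emerald II substrate · Measure – beta-arrestin recruitment to APJ as agonist activity, luminescent signal · Benchmarks – DMSO vs Apelin-13 10 nM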
CXCR6 inh: inhibitors of human CXCR6 receptor | 0.36% of 360,000 active | CHO-K1 PathHunter CXCR6 beta-arrestin, luminescence | O00574 | AID 602244 | inhibition, % at 20 µM; in the data active means inhibition above about 34%, passing the limit was not always enough;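 further: antagonist mode with CXCL16 agonist at 10 nM final; 0% = 10 nM CXCL16 with DMSO and 100% = unstimulated wells without agonist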
Target sequence (O00574 whole entry, looked up): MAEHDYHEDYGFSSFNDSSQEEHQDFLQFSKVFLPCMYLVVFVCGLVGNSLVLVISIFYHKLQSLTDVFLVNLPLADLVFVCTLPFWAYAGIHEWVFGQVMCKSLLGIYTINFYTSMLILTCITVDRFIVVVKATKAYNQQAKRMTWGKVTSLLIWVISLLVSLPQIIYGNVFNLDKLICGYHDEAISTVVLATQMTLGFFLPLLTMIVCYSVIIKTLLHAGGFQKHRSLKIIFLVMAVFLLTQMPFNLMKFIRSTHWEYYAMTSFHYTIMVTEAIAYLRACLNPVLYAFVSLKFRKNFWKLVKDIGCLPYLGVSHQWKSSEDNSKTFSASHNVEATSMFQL
APJ antagonist: blocks the human apelin receptor APJ; P35414; CHO-K1 APJ beta-arrestin complementation, luminescence; inhibition, % at 20 µM; 0.32% of 330,000 active;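 active means inhibition above about 40% at 20 µM, limit read from the data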;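 further: cells challenged with 10 nM apelin-13 agonist together with compound; plate controls were apelin-13 plus DMSO wells for no effect and DMSO wells lacking apelin-13 for full effect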
CCR6 antagonist: CCR6 (human) receptor antagonism; P51684; CHO-K1 CCR6 PathHunter beta-arrestin, luminescence, CCL20-stimulated; inhibition, % at 20 µM; 0.49% of 340,000 active;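 active means compounds whose inhibition of the agonist-driven luminescence signal at 20 µM reaches about 50%, limit read from the data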;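 further: cells stimulated with CCL20 at 14 nM final; plate controls were DMSO with CCL20 for no effect and DMSO without agonist for full effect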
XBP1 UPR activ: adaptive UPR (XBP1) activation; AID 463104; CHO-XBP1 luciferase reporter, IRE1-XBP1 UPR activation, luminescence; percent of tunicamycin response, DMSO as zero; 0.33% of 330,000 active; activation, % at 20 µM;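 active means versus positive control, 20 µM dose yields 30% or more activation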;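 further: 100% = tunicamycin at 10 µg/mL and 0% = DMSO only wells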
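Material – CHO cell line with stable XBP1 luciferase reporter · Buffer or medium – F12 plus 10% FBS · Compound – single point, 20 µM final compound, 1% DMSO · Schedule – 16-18 h cell attachment at 37 °C, then 6 h compound exposure · Signal – Steady-Glo luminescence read · Benchmarks – high control tunicamycin 10 µg/mL final, low control DMSO vehicle only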
EBI2 block: blocks human EBI2 receptor beta-arrestin signaling | EBI2 beta-arrestin recruitment, luminescence, 7a,25-OHC stimulated | P32249 | inhibition, % at 5 µM | 0.81% of 360,000 active; in the data active means inhibition above about 38%;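 further: enzyme fragment complementation signal reports receptor beta-arrestin coupling in cells; 0% = agonist plus DMSO wells and 100% = wells without agonist; some results beyond the cut were filed as inactive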
Target sequence (P32249 whole entry, looked up, the tested form may be a part): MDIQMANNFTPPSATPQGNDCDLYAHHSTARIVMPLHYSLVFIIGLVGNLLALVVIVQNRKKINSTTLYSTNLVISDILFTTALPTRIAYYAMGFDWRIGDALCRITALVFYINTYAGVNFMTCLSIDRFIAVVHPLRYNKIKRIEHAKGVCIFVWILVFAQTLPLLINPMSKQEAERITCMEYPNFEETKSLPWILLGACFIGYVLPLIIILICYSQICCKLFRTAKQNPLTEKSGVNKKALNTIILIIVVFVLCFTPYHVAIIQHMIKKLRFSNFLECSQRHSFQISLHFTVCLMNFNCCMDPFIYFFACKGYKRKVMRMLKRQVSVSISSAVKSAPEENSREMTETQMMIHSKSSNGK
* = called active by the depositor; / = no result given; & = joins results of further samples. These rows are one share of the data; the hit share may differ from the screen's.

#	Molecule	Mdm2 MdmX PPI	tim23-1 inh	UPR CHOP act	APJ ag	CXCR6 inh	APJ antagonist	CCR6 antagonist	XBP1 UPR activ	EBI2 block
1	Cc1cc(C)c(OCC(=O)N(Cc2cccs2)C2CCS(=O)(=O)C2)c(C)c1 (stereo not given)	23	15	-2.1	-3	3	12	24	-3	9
2	CCCn1c(N2CCN(Cc3ccc(Cl)cc3)CC2)nc2ccccc21	-15	47	-1.3	-3	8	18	26	-5	20
3	CCOC(=O)Nc1ccc(NC(=O)c2c(OC)cccc2OC)cc1	12	25	1.3	0	5	-24	-5	-4	-5
4	CC(C)C1N=C(c2ccc3c(c2)OCO3)CC(c2ccccc2O)N1 (stereo not given)	-4	15	1.8	-1	6	-6	14	2	15
5	Cc1nc(NC(=O)CN2CCOCC2)sc1-c1ccccc1	-27	13	4.9	-2	0	19	11	4	-1
6	CN(c1ccc(F)cc1)S(=O)(=O)c1ccc(Cl)c(C(=O)NCc2ccco2)c1	-22	21	2.9	-2	2	-9	9	-1	-6
7	Cc1ccc(NC(=O)CCC(=O)c2ccc(F)cc2)cc1Cl	-15	7	-1.1	-2	-13	-19	-8	1	3
8	O=C(O)/C=C/C(=O)Nc1nc(-c2ccc3ccccc3c2)cs1	11	17	2.9	0	6	6	4	1	11
9	Cc1cc(NCCN2CCOCC2)n2ncc(-c3ccccc3)c2n1	-71	12	5.9	-3	-3	-23	-19	-3	1
10	CCOC(=O)c1c(S(=O)(=O)N2CCCC(C(=O)Nc3ccc(C)cn3)C2)c(C)n(C)c1C (stereo not given)	-15	-3	-0.4	3	-12	6	10	-4	-4
11	C=CCn1c(Cn2nnc3ccccc32)nnc1SCC(=O)N/N=C/c1cc(Br)cc(OC)c1O	26	8	3.1	-4	-9	20	19	-3	4
12	COc1ccc(-c2nnc(SCC(=O)NCc3cccs3)n2C)cc1	14	5	-0.6	-3	6	14	-5	-3	-11
13	O=C(Nc1cccc(Cl)c1)OCc1cncs1	10	14	-1.1	0	-11	0	-5	1	-4
14	Cc1cc(NC(=O)COc2ccc3ccccc3c2)no1	-29	-3	0.6	1	-9	-7	-7	1	9
15	COC(C(=O)Nc1c(F)cccc1F)c1ccccc1 (stereo not given)	12	10	0.0	-1	6	8	22	1	-1
16	CS(=O)(=O)NN1C(=O)c2ccccc2NC1c1cc2ccccc2nc1Cl (stereo not given)	19	-3	2.4	-2	2	2	-10	-1	3
17	Cc1nn(CCC(=O)NNC(=S)Nc2ccc(F)cc2)c(C)c1[N+](=O)[O-]	-12	1	-1.1	-5	16	30	-24	1	5
18	O=[N+]([O-])c1ccc(NNS(=O)(=O)c2cc(Cl)ccc2Cl)nc1	1	-15	-0.5	6	6	-32	22	-4	-20
19	CCOCCCNCc1cccc(OC)c1	5	5	-1.2	-3	-5	-9	10	1	-3
20	CCC1(C)OCC(Cn2c3ccccc3c3ccccc32)O1 (stereo not given)	20	20	-0.6	0	/	5	/	4	/
21	CC(=O)Nc1ccc(Cc2ccncc2)cc1	11	4	3.0	0	-16	-7	7	1	0
22	CC1=C(C(N)=O)C(c2ccc(F)cc2)n2nc(CCCO)nc2N1 (stereo not given)	2	4	0.3	1	-8	1	2	-4	-5
23	Cc1[nH]nc(N=CC2=C(O)CC(C)(C)CC2=O)c1-c1ccccc1	15	20	7.3	-4	1&3	1	-1&10	14	3&-1
24	COC(C[C@H]1O[C@@H]1[C@H](O)COCc1ccccc1)OC	3	21	1.7	1	-1	-8	7	-2	-3
25	CCC1=NN(C(=O)C(=O)Nc2ccccc2OC)C(O)(C(F)(F)F)C1 (stereo not given)	26	-8	-0.6	-7	7	-1	7	0	8
26	O=S(=O)(c1ccc(F)cc1)N1CCCNCC1	2	-2	0.6	-3	-1	15	-12	-2	13
27	CC(CC(=O)N(C)C1CCCCC1)S(=O)(=O)c1ccc2c(c1)NC(=O)CO2 (stereo not given)	18	3	0.9	-2	-1	12	6	-1	-2
28	COc1ccc(/C=C2/SC(=S)N(CCCC(=O)Nc3ccc(O)cc3)C2=O)cc1OC	90*	-11	-2.9	1	14	5	24	-6	10
29	Cn1c(=O)c2c(nc(SCC(=O)NCc3ccc4c(c3)OCO4)n2Cc2ccccc2)n(C)c1=O	25	13	-1.8	0	-4	26	-19	-10	2
30	CC1=C(C(=O)OCC2CCCO2)C(c2ccccc2)NC(=O)N1 (stereo not given)	13	2	0.1	-2	-1	9	-1	-2	-5
31	COc1ccccc1C(=O)Nc1nnc(SCC(=O)NCC2CCCO2)s1 (stereo not given)	-44	-1	2.9	4	-2	-4	3	0	-23
32	CCOc1ccc2nc(SCC(=O)Nc3cccc(S(=O)(=O)NC4=NCCCCC4)c3)[nH]c2c1	-20	8	1.1	4	-16	-13	-9	-1	4
33	CC(C)CCN1CCNC(=O)C1CC(=O)Nc1ccc(F)cc1 (stereo not given)	4	10	0.3	1	-5	7	2	1	1
34	Cn1c(SCC(=O)c2ccc(O)c(O)c2)nnc1-c1ccccc1	14	2	0.8	0	-7	-12	6	0	-10
35	COc1ccccc1NC(=O)COc1ccc(Br)cc1CNC1CCCC1	26	11	1.2	-2	-9	11	19	2	11
36	Cc1ccccc1NS(=O)(=O)c1ccc(C(=O)NCC(c2ccco2)N2CCCCC2)cc1 (stereo not given)	39	18	0.6	-3	6	14	6	8	-4
37	CC(=O)N1c2ccc(S(=O)(=O)NCC3CCC(C(=O)N4CCC(C)CC4)CC3)cc2CC1C (stereo not given)	29	4	-0.1	4	-4	2	13	-4	-2
38	Cc1ccc(/C=C/C(=O)OCC(=O)NC(=O)NCc2ccccc2)cc1	-16	15	0.4	-2	8	-16	8	-2	46*
39	CCCNC(=O)c1cc(-c2ccco2)on1	-33	14	3.5	-4	37	-8	-16	6	11
40	C=CCN1C=C2C(=O)C(C)(OC(=O)c3cnc4ccccc4n3)C(=O)C=C2C=C1/C=C/COC (stereo not given)	4	2	0.7	13	-5	-17	0	0	-1
41	O=C(C1CCN(S(=O)(=O)c2ccccc2)CC1)N1CCN(Cc2ccccc2)CC1	10	18	4.6	5	5	1	-4	12	-19
42	CCN(C(=O)c1ccc2c(c1)OCO2)C12CC3CC(CC(C3)C1)C2	4	50	2.3	-3	-8	-5	6	1	-2
43	COc1ccc(C2=NN(C(C#N)c3ccc(OC)c(OC)c3)C(c3ccccc3)C2)cc1 (stereo not given)	-11	23	4.5	6	8	-4	13	5	9
44	CCCCCn1c(SCC(=O)CC(=O)OCC)nc2cc(C(=O)N3CCC(C(N)=O)CC3)ccc2c1=O	19	7	1.0	0	-2	-4	15	-2	6
45	CCCCOc1ccc(CNC(=O)NS(=O)(=O)c2ccc(OCC)cc2)cc1	28	15	0.2	-1	-4	6	-2	-3	11
46	O=C(Nc1cc2c3c(c1)CC(=O)N3CCC2)C1CCCCC1	33	18	0.6	-1	2	5	-9	-3	-5
47	CC(=O)OCCOCn1cnn2c(=O)c(Br)c(C)nc12	21	7	0.5	-2	-6	-4	4	-3	-10
48	CSc1ccccc1C(=O)N1CCc2ccccc2C1	-43	23	-0.6	-1	-4	-2	8	-2	3
49	CCOC(=O)C1CCN(C(=O)Cn2cnc3sc(C)c(S(=O)(=O)N4CCCCC4)c3c2=O)CC1	-8	13	-1.1	0	3	6	-7	0	0
50	O=C(NCCC1=CCCCC1)c1cccc2c1C(=O)N(C1CCCCC1)C2	5	5	0.7	-1	7	6	17	4	1

Entries 42 to 43, reprinted for reference:
#	Molecule	Mdm2 MdmX PPI	tim23-1 inh	UPR CHOP act	APJ ag	CXCR6 inh	APJ antagonist	CCR6 antagonist	XBP1 UPR activ	EBI2 block
42	CCN(C(=O)c1ccc2c(c1)OCO2)C12CC3CC(CC(C3)C1)C2	4	50	2.3	-3	-8	-5	6	1	-2
43	COc1ccc(C2=NN(C(C#N)c3ccc(OC)c(OC)c3)C(c3ccccc3)C2)cc1 (stereo not given)	-11	23	4.5	6	8	-4	13	5	9

The list continues.
#	Molecule	Mdm2 MdmX PPI	tim23-1 inh	UPR CHOP act	APJ ag	CXCR6 inh	APJ antagonist	CCR6 antagonist	XBP1 UPR activ	EBI2 block
51	CCCCc1cc(=O)oc2c(C)c(OCC(=O)NCC3CCC(C(=O)O)CC3)ccc12 (stereo not given)	-2	-6	-3.1	-2	-4	13	6	-2	3
52	CCOC(=O)CSc1nc2sc3c(c2c(=O)n1C1CCCCC1)CCN(C)C3	6	5	-0.1	-1	7	11	15	0	6
53	Cc1ccc(/C=N/NC(=O)c2ccc3ccccc3c2)s1	56*	68*	1.6	-3	0	9	9	9	-7
54	CCN(CC)CCCNc1nc2ccccc2[nH]1	-21	-8	1.9	-1	-2	-30	10	-2	-1
55	CCOC(=O)c1[nH]c2ccccc2c1NC(=O)C1CCCC1	18	7	-1.4	-3	-1	3	8	-1	1
56	O=C(c1ccccc1C(=O)N1CCN(c2ccc(F)cc2)CC1)N1CCN(c2ccc(F)cc2)CC1	14	26	1.6	-1	8	-9	3	-1	-1
57	CCOC(=O)CNS(=O)(=O)c1c(C)noc1C	-5	9	2.7	-3	-11	15	-7	-3	0
58	O=C1CCc2cc(NS(=O)(=O)c3ccc([N+](=O)[O-])cc3)cc3c2N1CC3	14	-8	-1.4	14	-8	-97	-5	-1	1
59	CC(C)n1cc(-c2nc(C(=O)NN)cs2)c(=O)n(Cc2ccccc2)c1=O	-1	19	2.2	3	3	-9	-3	-3	-3
60	CCCCCc1nnc(NC(=O)C2=COCCO2)s1	-56	19	3.5	4	-6	24	6	0	-6
61	O=C(NCc1ccc(Cl)cc1)c1ccc(CS(=O)Cc2cccc(Cl)c2)o1 (stereo not given)	13	5	-1.5	-4	4	-4	-2	-5	1
62	O=C(NCCCN1CCCC1=O)c1ccccc1NS(=O)(=O)c1ccc(Br)cc1	17	3	1.9	-1	-4	-9	4	-1	8
63	Nc1c(C(=O)NCC2CCCO2)c2nc3ccccc3nc2n1-c1ccccc1 (stereo not given)	48	14	-0.1	0	-5	-1	14	-3	6
64	CCOc1ccc2oc(C(=O)OCC(=O)NCc3ccc(OC)cc3)c(C)c2c1	20	7	-1.3	-5	14	-11	1	0	4
65	O=C(O)COc1ccccc1/C=N/NC(=O)CSc1nc2ccccc2s1	-17	22	-1.1	3	-6	3	3	0	-10
66	CSC1=NCCN1C(=O)c1ccco1	11	-9	3.1	-2	-3	-2	-7	-1	-1
67	CN(CC(=O)Nc1ccc(N2CCOCC2)cc1)C(=O)CSc1ccc(Br)cc1	14	11	-0.2	1	-4	-11	6	-7	19
68	Cc1ccc(N2CC(C(=O)Nc3ccc(S(=O)(=O)Nc4nccs4)cc3)CC2=O)cc1C (stereo not given)	10	10	1.3	-3	1	30	23	-7	-5
69	O=C(NC1CCCCC1)C(c1ccc(F)cc1)N(Cc1ccco1)C(=O)c1ccccn1 (stereo not given)	14	16	-1.2	-5	0	21	9	-1	-5

Individual results from the list.
Under UPR CHOP act, compound 69 shows -1.2
Under tim23-1 inh, compound 65 shows 22
